Screens (PubChem)
STAT3 blocker = STAT3 signaling inhibition; actives 0.89% (n = 190,000); AID 862; U3A cells, IL-6 STAT3-luciferase reporter, luminescence; host cell line lacks STAT1; inhibition, % at 5.5 µM;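 active = inhibition above the mean inhibition across all screened compounds plus 3 SD, cut at about 44% in these data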;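 note: 0% = DMSO only wells and 100% = 100 µM nifuroxazide control wells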
APP 5UTR inh = APP translation inhibition. SH-SY5Y APP 5'UTR-luciferase reporter, luminescence. actives 0.82% (n = 190,000). AID 1285. inhibition, % at 2 µM;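 active = inhibition above a set limit, derived from the sample mean plus 3 SD, cut at about 45% in these data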; note: values of inactives mirror those of a sister screen read the other way
APP 5'UTR act = activates APP 5'UTR luciferase reporter | AID 1276 | activation, % at 2 µM | SH-SY5Y APP 5'UTR luciferase reporter, luminescence; zero percent = DMSO vehicle wells | actives 1% (n = 190,000);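 active = activation above a set limit, based on mean plus 3 SD of controls, cut at about 140% in these data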; note: values of inactives mirror those of a sister screen read the other way
FLuc inh counter = inhibits firefly luciferase, flagging false hits in luciferase inhibition screens; inhibition, % at 10 µM; P08659; actives 1.5% (n = 200,000); ATPLite firefly luciferase biochemical luminescence, 10 min; AID 1006;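 active = inhibition above about 50% when tested at 10 µM, limit read from the data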
Target sequence (P08659 whole entry, looked up): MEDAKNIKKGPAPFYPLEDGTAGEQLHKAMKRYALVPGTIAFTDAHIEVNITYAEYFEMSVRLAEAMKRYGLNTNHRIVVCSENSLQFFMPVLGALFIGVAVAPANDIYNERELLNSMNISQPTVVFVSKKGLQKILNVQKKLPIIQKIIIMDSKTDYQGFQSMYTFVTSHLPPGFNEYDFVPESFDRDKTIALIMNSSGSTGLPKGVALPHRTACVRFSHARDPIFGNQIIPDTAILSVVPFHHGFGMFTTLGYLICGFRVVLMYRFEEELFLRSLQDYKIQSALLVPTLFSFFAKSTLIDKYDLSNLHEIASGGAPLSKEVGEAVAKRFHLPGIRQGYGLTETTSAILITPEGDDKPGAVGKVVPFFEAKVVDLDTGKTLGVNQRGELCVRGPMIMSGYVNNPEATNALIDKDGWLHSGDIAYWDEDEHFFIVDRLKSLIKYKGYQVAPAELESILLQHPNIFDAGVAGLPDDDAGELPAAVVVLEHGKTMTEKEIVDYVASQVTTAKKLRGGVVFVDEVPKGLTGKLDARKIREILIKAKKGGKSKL
RAM inhibit = inhibitors of the yeast RAM network; S. cerevisiae dse1pr::URA3 reporter, 5-FOA growth OD615, 2 d; analog-sensitive cbk1-as2 kinase mutant strain; actives 1.8% (n = 190,000); inhibition, % at 50 µM;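 active = inhibition above a set limit, 3 SD over mean compound inhibition, cut at about 8.4% in these data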;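 note: 0% = DMSO-only wells with no growth and 100% = 10 µM 1-NA-PP1 full growth; inhibition rescues growth on 5-FOA so higher OD means more RAM inhibition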
NF-kB expr up = NF-kB expression increase, human neuronal cells. fold change at 12.5 µM. AID 1239. actives 1.6% (n = 190,000). NF-kB reporter expression; hits give high values; in the data active = fold change above about 3.3
Hsp70 act = switches on Hsp70 transcription; activation, % at 10 µM; HeLa Hsp70 promoter luciferase reporter, luminescence; scaled: vehicle 0, proteasome-inhibitor control 100%; AID 1203; actives 0.04% (n = 200,000);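 active = activation above the mean across all tested compounds plus 3 SD, cutoff set per campaign, cut at about 5.5% in these data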;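 note: 100% = MG132 at 30 µM as the positive control and 0% = DMSO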
STAT3 activator = activators of IL-6 induced STAT3 signaling; U3A cells, IL-6 STAT3-luciferase reporter, luminescence; 100% = signal with IL-6 EC80 alone; activation (% of control), % at 5.6 µM; actives 0.91% (n = 190,000); AID 871;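 active = activation above the screen-wide mean of compound activation plus 3 SD, cut at about 130% in these data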;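 note: 0% = background luminescence of wells with medium and substrate only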
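Material: human STAT1-deficient U3A cells with stable STAT3-luciferase reporter / Probe or stimulus: IL-6 stimulus at 33 ng/mL final / Schedule: 1 h compound pre-exposure, 6 h IL-6 stimulation, 37 °C / Technique: luminescence / Read-out basis: percent of IL-6-only median luminescence / Control set: IL-6-only high control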
STAT1 act = STAT1 signaling activation; activation (% of control), % at 5.5 µM; actives 2.6% (n = 200,000); NIH 3T3 STAT1-luciferase reporter, IFN-gamma, luminescence; 100% = IFN-gamma alone, no compound;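 active = activation above the screen-wide mean activation plus 3 SD, cut at about 130% in these data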;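 note: raw ratio to IFN-gamma control signal so 100% means no change and 0% no light; values of inactives mirror those of a sister screen read the other way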
STAT1 inh = inhibitors of IFN-gamma induced STAT1 signaling; NIH 3T3 STAT1-luciferase reporter, luminescence; inhibition, % at 5.5 µM; actives 0.35% (n = 200,000); AID 920;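 active = inhibition above a set limit, the mean inhibition across all tested compounds plus 3 SD, cut at about 34% in these data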;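 note: 0% = IFN-gamma with DMSO and 100% = IFN-gamma with 300 µM nifuroxazide; values of inactives mirror those of a sister screen read the other way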
* marks the source's active call; other numbers are inactive results; · = no result given.

Results follow in this order: STAT3 blocker	APP 5UTR inh	APP 5'UTR act	FLuc inh counter	RAM inhibit	NF-kB expr up	Hsp70 act	STAT3 activator	STAT1 act	STAT1 inh
Cc1cccnc1NS(=O)(=O)c1cccc([N+](=O)[O-])c1
    -1	-13	13	-4	3.1	0.94	-0.3	101	100	0
CN1CCC(OC(=O)COc2ccccc2)CC1
    4	1	-1	-7	4.1	1	-0.2	100	94	6
O=C(CN1CCNCC1)Nc1ccc(Oc2ccccc2)cc1
    -51	-7	7	-1	-0.1	1	-0.1	141*	96	4
CC(C)(CNC(=O)/C=C/c1ccc(F)cc1)CNC(=O)/C=C/c1ccc(F)cc1
    5	8	-8	1	1.9	0.88	-0.3	95	106	-7
CC(C)(C)C1(c2ccccc2)NC(=O)N(CC(=O)N2CCOCC2)C1=O (configuration not stated)
    10	-26	26	-6	1.2	1.3	0.2	94	102	-2
O=C(C1=C[C@@H]2[C@H]3C(=O)N(c4ccccc4)C(=O)[C@H]3[C@@H](C(=O)c3ccc(Cl)cc3)N2C=C1)c1ccccc1
    4	14	-14	-1	1.5	0.93	-0.4	101	101	-1
CCOC(=O)c1c(C)[nH]c(C)c1C(=O)COC(=O)c1cc2ccccc2cc1OC
    -3	-2	2	-5	3.1	0.6	0.4	104	93	8
COc1nc2c(C)cccc2cc1-c1noc(-c2ccco2)n1
    -70	-7	7	-6	-0.4	1.2	0.1	163*	91	9
O=C1C(c2ccccc2)SC(=Nc2ccccc2)N1S(=O)(=O)c1ccccc1 (configuration not stated)
    4	-23	23	-2	2.9	1.4	-0.2	102	98	3
O=C(COc1ncnc2ccc(Br)cc12)N1CCOCC1
    0	-1	1	-1	1.4	1.2	-0.1	102	97	4
COc1ccc2nc(N/C(N)=N/C(=S)Nc3ccccc3)nc(C)c2c1
    26	-53	53	1	2.9	0.86	-0.2	80	108	-9
CN(C)S(=O)(=O)c1cccc(-c2cn3cccnc3n2)c1
    7	-7	7	-2	1.3	1	-0.1	101	103	-5
CCOC(=O)C(NC(=O)c1ccccc1Cl)(Nc1ccc(C(F)(F)F)cc1)C(F)(F)F (configuration not stated)
    -4	7	-7	-4	2.5	1.1	-0.5	104	83	19
COC(=O)c1ccccc1NC(=O)CCCn1nc([N+](=O)[O-])cc1C
    7	-9	9	-7	-0.3	0.99	-0.1	101	98	3
COc1ccccc1CN(Cc1cc2c(C)ccc(C)c2[nH]c1=O)Cc1nnnn1Cc1ccco1
    1	8	-8	-5	2.8	0.51	-0.3	103	105	-5
CC(=O)/C(=N/Nc1ccc(Br)cc1)Sc1cccc2cccnc12
    2	-15	15	4	2.4	1	-0.2	98	104	-4
Cc1cccc(CS(=O)(=O)Cc2ccc(C(=O)O)o2)c1
    3	-10	10	-1	1.4	1.2	-0.2	102	96	4
NCCCC[C@H](NC(=O)C1CCNCC1)c1nnc([C@@H](N)Cc2ccc(O)cc2)o1
    ·	-11	11	-8	2.1	1.1	0.1	·	100	2
Cc1no[n+]([O-])c1COc1ccccc1/C=C1\NC(=S)NC1=O
    8	-9	9	-2	0.3	1.2	0.1	99	88	13
CC(C)CNc1nc(Oc2ccc(=O)n(C)n2)nc(N2CCOCC2)n1
    11	2	-2	0	0.9	1.5	1.2	91	102	-2
COc1ccc(CCNC(=O)C2CC2)cc1OC
    3	-14	14	-2	1.6	1.1	0.1	100	97	3
O=C(CSC1=Nc2ccccc2C2CC=NN12)Nc1ccc(F)cc1Cl (configuration not stated)
    14	-16	16	1	3.5	0.9	-0.3	95	89	12
COc1ccccc1C(=O)Nc1sc(C(=O)N2CCCC2)c(C)c1C#N
    11	-12	12	7	8.5*	1.2	-0.3	93	101	-3
Cc1nc2ccc(S(=O)(=O)NC(C(=O)N3CCn4c3nc3ccccc34)C(C)C)cc2s1 (configuration not stated)
    -5	7	-7	-11	0.9	0.9	-0.1	108	97	3
Cc1noc(/C=C/c2ccco2)c1S(=O)(=O)N1CCC(C(=O)N(C)Cc2ccccc2)CC1
    5	-8	8	-4	6.0	1.7	-0.3	98	95	6
O=C(CSc1nnc(CNC(=O)C23CC4CC(CC(C4)C2)C3)n1-c1ccccc1)Nc1ccc(F)cc1
    -10	-14	14	-1	2.5	1.1	-0.1	107	97	4
FC(F)(F)c1cc(-c2ccccc2)nc(N2CCCCC2)n1
    -6	-10	10	-8	0.8	0.94	0.1	107	99	1
COc1cc2c(cc1OC)C1(Nc3c-2c(C)nn3-c2ccccc2)C(=O)Nc2ccccc21 (configuration not stated)
    -2	8	-8	-5	9.3*	0.99	-0.3	102	103	-3
O=C(Nc1ccccc1C(=O)NCCc1ccccc1)c1ccco1
    -32	-84	84	-4	5.9	1.1	0.1	126	115	-16
Cc1ccc(CNC(=O)CCc2nc3ccccc3c(=O)[nH]2)cc1
    17	-12	12	-3	1.2	0.98	-0.1	91	101	-2
CC(=O)NC(Cc1ccccc1)C(=O)NC1CCN(C(=O)c2ccc([N+](=O)[O-])cc2)CC1 (configuration not stated)
    0	-10	10	-4	-0.6	1.2	-0.4	103	101	-1
COc1cccc(N(CC(=O)Nc2ccc3c(c2)OCO3)S(=O)(=O)c2ccccc2)c1
    -14	6	-7	-6	5.3	1.1	-0.2	110	99	1
O=C(NC1CCCc2ccccc21)c1ccccc1Br (configuration not stated)
    11	-5	5	2	1.1	0.95	0.0	97	98	2
O=C(O)CNC(=O)/C(=C\c1ccc2c(c1)OCO2)NC(=O)c1ccc(Br)cc1
    1	-8	8	-8	1.7	1.1	-0.5	102	101	-3
Cc1ccc(-c2csc(N(C)C(=O)c3c(C)nn(-c4ccccc4)c3Cl)n2)cc1
    16	·	·	-6	2.1	1.2	-0.3	91	95	6
c1ccc(CCn2c(C3CC3)nc3ccccc32)cc1
    23	-7	7	-6	2.4	0.99	-0.5	81	97	2
COc1ccccc1-c1ccc(SCc2ccc([N+](=O)[O-])cc2)nn1
    19	-1	1	-6	14*	1.1	-0.1	92	103	-5
Cc1cccc2cc(CN(Cc3cccs3)C(=S)NCC3CCCO3)c(=O)[nH]c12 (configuration not stated)
    9	12	-12	6	2.1	0.59	-0.3	95	97	3
Cc1ccc(NC(=O)N(CCCN2CCOCC2)Cc2cc3cc4c(cc3[nH]c2=O)OCO4)cc1
    -20	0	0	-1	-0.4	1.3	1.4	118	104	-4
Cn1c(CN2CCCC2)nc2cc(NC(=O)c3ccco3)ccc21
    -7	-8	8	0	2.4	0.63	-0.1	108	114	-15
O=C(c1cc(-c2ccccc2)nc2ccccc12)N1CCN(c2ccccn2)CC1
    4	6	-6	13	0.7	0.83	-0.1	99	105	-5
CCCn1c(SCC(=O)NCc2ccccc2)n[nH]c1=O
    -2	-12	12	-4	0.5	0.91	0.1	106	89	13
O=C1CCCN1c1ccc(S(=O)(=O)NCc2ccco2)cc1
    -1	-8	8	-9	0.7	1.8	0.4	104	99	4
CN(C)/C=c1\sc2c(C#N)cc(C(=O)c3ccc(Br)cc3)n2c1=O
    -4	-2	2	-8	4.2	0.97	0.1	109	101	0
Cc1cc(OC2CCCCC2)nc(-c2ccccc2O)n1
    8	-7	7	-4	1.6	1.1	-0.1	100	98	2
Cc1cc(NC(=O)COc2ccc(Cl)cc2Cl)n(-c2ccccc2)n1
    12	5	-5	-7	8.6*	0.96	-0.1	94	94	7
CN(C)S(=O)(=O)c1cccc(NC(=S)N(CCC#N)Cc2cccnc2)c1
    4	-6	6	-4	0.1	1.1	-0.4	97	99	-1
CCCC1C(C(=O)OCC)=C(C)NC(C)=C1C(=O)OCC
    1	1	-1	-3	2.0	0.99	-0.1	100	106	-7
COC(=O)NCCOc1nc(N(C)C)nc(N(C)C)n1
    18	-13	13	-2	0.5	1.1	0.5	87	100	1
Cc1ccc(CSCCC(=O)NCCc2ccc(Cl)cc2)cc1
    -3	-5	5	-2	0.2	0.99	-0.4	104	104	-4
COc1ccc(NC(=O)C(NC(=O)Cc2cccs2)c2ccc(C)cc2)cc1 (configuration not stated)
    6	-7	7	-6	6.4	1	0.1	95	99	1
O=C(CCN1CCCCC1)c1ccccc1
    0	-15	15	-1	1.6	1	-0.3	100	100	0
c1ccc2c(c1)ncn2CCOCCOCCn1cnc2ccccc21
    10	-2	2	1	1.9	1.4	-0.5	94	89	10
CCc1ccc(-c2nn[nH]n2)cc1
    16	-12	12	26	0.1	1.3	-0.2	94	99	1
COc1ccc(CN2CCc3ccccc3C2)c(OC)c1OC
    2	-2	2	-8	1.2	0.98	-0.4	104	106	-6
Cc1cc(=O)[nH]c(N/N=C/c2ccc(N(C)C)cc2)n1
    6	6	-6	15	1.1	1.4	0.1	101	114	-17
O=C(NCCc1ccc(Cl)cc1)C1CCN(c2ncccn2)CC1
    1	20	-20	-1	0.1	1.2	-0.1	104	106	-8
FC(F)Sc1ccc(Nc2ncnc3nc[nH]c23)cc1
    16	-54	54	16	0.2	2.6	-0.1	88	98	2
N#CC1=C(N)Oc2c(oc(CO)cc2=O)C12C(=O)Nc1ccc(Cl)cc12 (configuration not stated)
    -2	-4	4	-8	0.0	0.83	-0.5	108	106	-5
CCn1c(C2CCN(Cc3ccccc3)CC2)n[nH]c1=S
    14	-154	154*	-6	1.2	1	-0.4	97	99	-1

(listing goes on)
Results follow in this order: STAT3 blocker	APP 5UTR inh	APP 5'UTR act	FLuc inh counter	RAM inhibit	NF-kB expr up	Hsp70 act	STAT3 activator	STAT1 act	STAT1 inh
Cc1ccc(S(=O)(=O)NNC(=O)Nc2cccc3ccccc23)cc1
    4	8	-8	-1	8.7*	0.98	-0.6	95	89	12
CCOC(=O)c1[nH]c2cc3c(cc2c1NC(=O)CN1CCC(C)CC1)OCO3
    8	12	-12	-1	2.4	0.96	-0.2	95	98	2
CC(C)(C)n1nnnc1CN1CCC(NC(=O)NC2CCCCC2)CC1
    11	-1	1	-6	1.4	1.1	-0.5	94	101	-1
CCOC(=O)c1ccc(NC(=O)Cn2nnc(-c3ccccc3C)n2)cc1
    3	-7	7	-5	7.3	1.1	-0.1	101	102	-3
CCN(CC)S(=O)(=O)c1ccc(C(=O)N2CCN=C2SCc2cccnc2)cc1
    4	8	-8	-5	1.0	0.78	-0.2	100	107	-8
N#Cc1c(-c2ccco2)ccn(Cc2ccc(F)cc2)c1=O
    -4	-1	1	-4	1.5	1.1	-0.4	107	90	10
c1ccc(CN2CCN(c3ncnc4nc[nH]c34)CC2)cc1
    1	-15	15	-3	0.5	1.9	-0.3	99	98	3
COc1ccc(CCNC(=S)Nc2cccc(C)c2C)cc1
    4	-26	26	-5	-0.2	0.89	-0.1	100	103	-3
CCC(C)(C(=O)NC1CCCCC1)N(C(=O)c1cnccn1)c1c(C)n(C)n(-c2ccccc2)c1=O (configuration not stated)
    0	-4	4	-6	-0.8	1.2	0.4	104	95	6
COc1ccc(NC(=O)c2cccnc2Nc2ccc(OC)cc2)cc1
    26	8	-8	-1	0.6	0.93	-0.2	80	94	6
CCc1cc2c(N[C@@H](Cc3c[nH]c4ccccc34)C(=O)O)ncnc2s1
    -3	5	-5	-5	0.0	1.1	-0.5	106	92	8
